# D1 antagonist – blocks dopamine activation of the human D1 receptor | P21728 | HEK293 TREx D1 cells, calcium flux, dopamine EC80; active compounds read low | activity change, negative = inhibition, % at 10 µM | 360,000 tested, 3.2% active | AID 504652; in the data active = activity change below about -30%; note: % is set by controls: 0 for no effect and ±100 for the full control effect
#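 Inducible Hek293 Trex D1 cells (tetracycline, overnight, 30 C). Calcium dye 30–90 min RT. Antagonist mode: EC80 dopamine added after 180 s compound read.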
# D2 potentiator – D2 dopamine receptor (human) potentiation; 340,000 tested, 0.34% active; HEK293 T-REx D2, calcium flux, EC20 dopamine potentiation; AID 485347; potentiation, % at 10 µM;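 active = potentiation over 3 SD above the plate norm, cut at about 30% in these data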; note: 0% is about no effect
# Target sequence (P14416 whole entry, looked up): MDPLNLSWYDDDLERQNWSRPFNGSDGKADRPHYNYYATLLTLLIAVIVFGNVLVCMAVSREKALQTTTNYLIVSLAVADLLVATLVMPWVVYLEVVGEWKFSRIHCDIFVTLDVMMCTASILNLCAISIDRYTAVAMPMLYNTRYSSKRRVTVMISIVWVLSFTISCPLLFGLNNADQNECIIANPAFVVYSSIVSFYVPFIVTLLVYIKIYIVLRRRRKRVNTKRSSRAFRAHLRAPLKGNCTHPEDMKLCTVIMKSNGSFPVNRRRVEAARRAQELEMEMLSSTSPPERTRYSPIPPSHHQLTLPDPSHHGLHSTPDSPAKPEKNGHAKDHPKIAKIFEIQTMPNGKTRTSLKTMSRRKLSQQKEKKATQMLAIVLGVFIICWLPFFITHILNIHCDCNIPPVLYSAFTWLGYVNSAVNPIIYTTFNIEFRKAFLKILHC
#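 Potentiation of an EC20 dopamine calcium response measured kinetically over 180 s, after a preceding 180 s compound-only read flagging agonists. Cells: inducible Hek293 Trex D2 line, 4000/well, cultured overnight at 30 C before dye loading.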
# Anesthetic bind – candidate novel general anesthetic via apoferritin binding | P02791 | apoferritin/1-aminoanthracene competitive binding, fluorescence | Potency, µM (titrated, usually from 77.5 µM), for inactives: at the highest dose activity change, negative = displacement, usual class: inhibitors | 350,000 tested, 0.074% active | AID 485281; note: potency is the fitted concentration of half-maximal effect; % is set by controls: 0 for no effect and ±100 for the full control effect; nearly all actives have a fitted effect of over 20% in size
# Target sequence (P02791 2-175 limits assumed): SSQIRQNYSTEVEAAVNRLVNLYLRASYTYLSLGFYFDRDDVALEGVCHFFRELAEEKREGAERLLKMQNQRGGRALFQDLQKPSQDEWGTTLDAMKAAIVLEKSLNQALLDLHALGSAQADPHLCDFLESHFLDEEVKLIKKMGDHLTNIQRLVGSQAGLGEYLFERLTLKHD
#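 Steps: apoferritin (10 uM) was premixed with half-saturated 1-AMA in PBS, compounds were pin-transferred, plates stood 10 min at room temperature, fluorescence was read at 380/535 nm, and curves were fitted with a Hill equation.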
# TRHR enhancer – TRH receptor (human) allosteric enhancement; P34981; TRHR cells, fluo-8 calcium fluorescence, EC20 TRH enhancement; enhancement, % at 2 µM; 360,000 tested, 0.66% active; in the data active = enhancement above about 30%; note: 0% is about no effect
# Target sequence (P34981 whole entry, looked up): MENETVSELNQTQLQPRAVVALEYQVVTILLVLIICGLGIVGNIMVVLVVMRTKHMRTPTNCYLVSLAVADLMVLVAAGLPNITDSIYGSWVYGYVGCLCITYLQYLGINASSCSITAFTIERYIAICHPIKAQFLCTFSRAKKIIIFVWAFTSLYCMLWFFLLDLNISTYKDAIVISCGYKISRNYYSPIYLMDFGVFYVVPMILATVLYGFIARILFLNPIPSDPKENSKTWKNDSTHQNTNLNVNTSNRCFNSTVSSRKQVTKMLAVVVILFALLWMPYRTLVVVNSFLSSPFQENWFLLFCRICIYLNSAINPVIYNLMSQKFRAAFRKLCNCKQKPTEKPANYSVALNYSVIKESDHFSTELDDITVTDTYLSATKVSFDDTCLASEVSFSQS
#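 Enhancer read-out: after compound pinning and an initial kinetic agonist-mode read, an EC20 of TRH (10 nM final) was injected and fluo-8 calcium signal (Ex 480/Em 530) followed at 1 s/cycle for 100 cycles in TRHR-expressing cells.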
# D1 agonist – activates the human D1 dopamine receptor. P21728. HEK293 T-REx D1 cells, calcium flux, agonist mode. activation, % at 2 µM. 360,000 tested, 1% active. AID 504660; in the data active = activation above about 30%; note: 0% is about no effect
#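 Tetracycline-induced HEK293 TREx D1 cells, force-coupled to calcium signalling, were dye-loaded with a no-wash calcium kit. Compound was pin-added after a 10 s baseline. Fluorescence was read kinetically at 1 cycle/s for 180 s, with calcium rises flagged as agonism.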
# D1 PAM – potentiators of human D1 dopamine receptor; P21728; potentiation, % at 10 µM; 360,000 tested, 0.036% active; HEK293 TREx D1 cells, calcium flux, dopamine EC20 potentiation; in the data active = potentiation above about 30%; note: 0% is about no effect
# RXFP1 agonist – activates the human relaxin receptor RXFP1. HEK293T-RXFP1 cAMP TR-FRET, 30 min; response scale: percent of porcine relaxin response, buffer zero. AID 2676. Potency, µM (highest dose often 57.5 µM), for inactives: top-dose activation, most hits filed as activators. Q9HBX9. 370,000 tested, 0.3% active; note: potency is the fitted concentration of half-maximal effect; % is set by controls: 0 for no effect and ±100 for the full control effect; nearly all actives have a fitted effect of over 60% in size; many of its hits are not listed in these tables
#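 cAMP rise read by TR-FRET after 30 min, 37C compound exposure (up to 58 uM) in RXFP1-transfected HEK293 cells with Ro 20174 present. EC50 from Hill-equation fits, with 29 nM porcine relaxin as 100% and buffer as basal.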
# TRHR agonist – activates the human TRH receptor. activation, % at 2 µM. 360,000 tested, 0.18% active. AID 493084. TRHR cells, calcium flux fluo-8, FDSS agonist mode; in the data active = activation above about 30%; note: 0% is about no effect
#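 TRHR-expressing cells, plated overnight in medium with 10% serum, were loaded with fluo-8 calcium dye at room temperature. After a 10 s baseline, library compound was pin-added and calcium release was recorded kinetically (ex 480/em 530) as agonist response.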
# RXFP1 antagonist – RXFP1 (human) relaxin receptor antagonism; HEK293-RXFP1, relaxin-stimulated cAMP HTRF, 30 min; active compounds read low; activity change, negative = inhibition, % at 57.5 µM; 350,000 tested, 0.59% active; AID 1259400;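 active = activity change of -60% or lower, but not beyond a set lower limit; inconclusive = change between -60% and -40%, or beyond the set limit; inactive = change above -40%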; note: % is set by controls: 0 for no effect and ±100 for the full control effect
# Starred values were filed as active, the others as inactive; ? = inconclusive; nt = not tested or not shown; [ ] = remark or other dose. Unless noted, calls come from the whole dose curve; as a rule, active = well fitted curve in the direction sought with a large enough effect; inconclusive = small, poorly fitted or top-dose-only effect, or another doubt; inactive = no such curve, though single readings can be large; an effect the other way counts as inactive or inconclusive. Not all compounds are listed; rates above refer to the full screens.
no.	Compound	D1 antagonist	D2 potentiator	Anesthetic bind	TRHR enhancer	D1 agonist	D1 PAM	RXFP1 agonist	TRHR agonist	RXFP1 antagonist
1	Cc1c(NC(=O)c2ccc3nsnc3c2)cccc1[N+](=O)[O-]	-15	2	-5%	0	2	-4	5.5%	1.1	10
2	O=C(Nc1ccc(F)c(Cl)c1)Nc1c[nH]c(=O)[nH]c1=O	-12	-2	-2%	1	2	-2	-1.6%	0.5	-6
3	O=C(Cc1ccc(Cl)cc1Cl)NC1CCCCCC1	-17	-1	-7%	4	10	-3	-0.7%	-0.7	-23
4	CNC(=O)c1oc(-c2ccc(Cl)cc2)nc1C	11	3	-8%	-3	2	2	4.1%	-0.3	3
5	CCN(CC)c1cc(C)c2cc(NC(=O)CNC(C)=O)ccc2n1	-16	-6	3%	2	-1	-5	-2.5%	-0.2	11
6	CCCCOc1cccc(C(=O)Nc2sc3c(c2C(=O)OCC)CCCC3)c1	1	0	5%	8	0	-3	1.3%	-0.2	-7
7	Cc1c(C(=O)N2CCOCC2)sc(NC(=O)CCl)c1C#N	-6	-7	1%	6	2	nt	2.5%	0.3	-1
8	O=C(Nc1ccc(Cl)cn1)Nc1ccccc1Cl	2	-12	0%	-2	1	-3	1.1%	0.8	-17
9	COc1ccc([C@@H]2C[C@@H](c3ccccc3)Oc3cc(OC)cc(OC)c32)cc1	-8	4	44%[activator]	8	4	3	0.0%	0.1	nt
10	Cc1ccc(S(=O)(=O)NC(C(=O)OCC(=O)NC(=O)c2cccn2C)C(C)C)cc1 (configuration not stated)	-11	-9	-15%	7	0	1	-0.9%	-0.6	8
11	Nc1nc(-c2ccc(Oc3ccccc3)cc2)c(CC(=O)O)s1	13	6	-4%	0	0	7	0.8%	1.1	-39
12	COC(=O)c1c(NC(=O)c2ccc(C(C)(C)C)cc2)sc2c1CCC(C)C2 (configuration not stated)	17	-1	35%[activator]	0	0	-2	-0.5%	-0.7	-14
13	COC(=O)N/N=C\c1ccccc1OC/C=C/c1ccccc1	9	3	2%	0	8	3	3.3%	-0.9	-13
14	O=C(COc1cccc2cccnc12)NNC(=S)Nc1ccccc1	-6	-6	-19%	2	2	-7	?	-1.3	nt
15	c1ccc(CSc2nnc(-c3ccco3)o2)cc1	-6	-1	?	-1	4	-3	1.6%	-0.2	-7
16	Cc1cc(=O)[nH]c(SCC(=O)O)c1C#N	-5	7	-7%	-6	3	-5	0.4%	-0.2	1
17	CCCCOc1ccccc1NC(=O)CC1SC(=NCC)N(CC)C1=O (configuration not stated)	6	5	-16%	-5	3	-5	2.2%	-1.4	-1
18	COC(=O)c1ccc(N2CCOCC2)c(NC(=O)Nc2cccc(OC)c2)c1	5	-2	-13%	-10	1	-2	-1.0%	0.3	nt
19	COC(=O)CSc1nc(NC(C)(C)C)nc(N(C)C)n1	-21	-1	-9%	-5	0	-2	-1.5%	-0.4	0
20	O=C(COC(=O)C1(c2ccc(F)cc2)CCCC1)N1CCNC1=O	-5	-7	nt	3	3	1	2.6%	1.3	-1
21	CC(C)(C)c1ccc(C(=O)NC(Cc2c[nH]c3ccccc23)C(=O)OCC(=O)c2ccc(Cl)cc2)cc1 (configuration not stated)	-1	-4	0%	-2	2	2	0.0%	-0.1	-32
22	CC12CC(NC(=O)N1CCc1ccccc1)c1cc(Cl)ccc1O2 (configuration not stated)	12	-6	0%	-5	16	1	0.6%	2.7	1
23	O=C(CN1C(=O)CCS(=O)(=O)c2ccccc21)Nc1ccccc1F	-27	15	-6%	0	3	-8	0.3%	0.1	2
24	Cc1cc(/C=C2\SC(=S)N(Cc3ccco3)C2=O)c(C)n1-c1cccnc1	7	1	-24%	-1	9	-13	-2.3%	15	2
25	O=C(Nc1ccccc1Cl)/C(Cl)=C(\Cl)S(=O)c1ccccc1 (configuration not stated)	-2	nt	?	-2	17	1	0.8%	-2.5	-106*
26	Cc1ccc(NC2=NCC(=O)N2c2ccc3c(c2)OCCO3)c(C)c1	5	31*	-12%	-2	1	-5	0.0%	-1.4	-2
27	O=C(Cc1ccccc1)NCC(=O)OCc1ccccc1F	-2	-10	-17%	-8	2	-3	-2.6%	-0.7	3
28	O=C(Cc1ccccn1)c1ccc(F)cc1	2	5	nt	-2	-1	-1	0.9%	-0.5	nt
29	COc1cc(SC)ccc1C(=O)Nc1ccccc1C#N	10	-1	-7%	-8	6	3	12%	1.8	-8
30	O=C(c1ccncc1)c1ccc(NS(=O)(=O)c2ccc(Br)s2)cc1	1	22	-17%	1	8	-2	-1.1%	-0.2	-7
31	CCCCOc1ccc(C(=O)Nc2cccc(-c3nc4ccccc4o3)c2C)cc1	0	-7	-4%	36*	0	2	0.5%	-1.3	nt
32	O=c1oc(/C=C/c2ccccc2)nc2ccccc12	8	8	-17%	-3	1	-4	1.5%	-0.5	-15
33	COc1ccc2c(CNCc3ccc(C)o3)c(C(=O)O)n(Cc3ccccc3C)c2c1	7	-7	-14%	4	0	-1	0.5%	0.2	-17
34	CC(=O)c1ccc(NC(=O)C2CCCN(S(=O)(=O)c3ccc4c(c3)CCCN4C(C)=O)C2)cc1 (configuration not stated)	-1	14	3%	1	1	-4	1.1%	0.2	-27
35	Cc1ccc(C(=O)N2CCC(n3nccc3NC(=O)C3CCOC3)CC2)cc1 (configuration not stated)	-14	13	-3%	-2	2	3	-1.0%	2.1	11
36	Cn1nc(CC(=O)Nc2cccc3ncccc23)c2ccccc2c1=O	-10	-1	-7%	12	2	-4	-0.3%	1.5	-12
37	O=C(COc1ccc2c(c1)OCO2)Nc1nccs1	-8	-2	4%	12	4	nt	5.0%	-0.4	9
38	CCCCNC(=S)N(C)/N=C/c1ccccc1C(=O)O	8	-1	-2%	4	2	0	3.0%	0.2	-4
39	Cc1cc(NNC(=O)c2cccc(C(F)(F)F)c2)nc2c1c(C)nn2C	0	7	7%	-7	17	0	4.8%	0.9	-9
40	O=C(NCCCN1CCCC1=O)c1cccc(S(=O)(=O)Nc2ccccc2Cl)c1	12	-6	nt	0	2	3	0.9%	-0.1	-4
41	O=S(=O)(c1cccc(C(F)(F)F)c1)N1CCC(c2cc(-c3cccc4ccccc34)n[nH]2)CC1	2	14	1%	-5	2	-3	-2.2%	1.0	-11
42	CCOC(=O)c1c(NC(=O)COC(=O)CCCOc2ccc(OC)cc2)sc(C(=O)NC)c1C	6	0	nt	6	1	1	0.1%	0.6	-13
43	Cc1ccc(C)c(N(C(=O)CNC(=O)c2ccco2)C(C(=O)NC2CCCC2)c2ccncc2)c1 (configuration not stated)	-6	0	6%	9	2	nt	2.0%	0.5	-4
44	O=C(c1n[nH]c(=O)c2ccccc12)N1CCN(c2ccccc2Cl)CC1	4	-2	-15%	1	6	6	-0.2%	1.6	-11
45	Cc1ccc(C(=O)NCCc2nnc3ccc(SCC(=O)Nc4ccccc4F)nn23)cc1	-28	-5	-11%	4	-1	-9	0.0%	-0.8	7
46	CNC(=O)C(=O)Nc1ccc(C)cc1C	8	13	-4%	-2	0	0	1.4%	0.7	-6
47	COc1ccccc1NC(=O)CC(c1cc(OC)c(OC)c(OC)c1)N1Cc2ccccc2C1=O (configuration not stated)	9	4	-5%	0	2	0	1.0%	-0.6	nt
48	O=Cc1cnc(N2CCN(c3ccccc3)CC2)s1	-24	17	-7%	-1	2	-4	-1.9%	0.5	3
49	O=C(COC(=O)/C=C/c1ccccc1[N+](=O)[O-])Nc1ccc(OC(F)F)cc1	1	-2	-10%	2	0	-5	2.4%	-0.3	-3
50	C=CCn1c2ccccc2c2nnc(SCC(=O)O)nc21	-17	-2	-10%	-5	-3	-4	0.9%	-0.1	8

# More records:
no.	Compound	D1 antagonist	D2 potentiator	Anesthetic bind	TRHR enhancer	D1 agonist	D1 PAM	RXFP1 agonist	TRHR agonist	RXFP1 antagonist
51	CC1CC(C)CN(C(=O)Cc2c(C(=O)O)[nH]c3ccc(Cl)cc23)C1 (configuration not stated)	-14	5	-8%	3	4	-1	15%	0.4	7
52	Cc1ccc(NC(=O)CCS(=O)(=O)c2ccc(Br)cc2)nc1	4	7	-10%	-3	1	-2	1.3%	-0.4	0
53	N#CCSc1nnc(CNc2ccc(F)cc2)o1	-4	1	-1%	4	0	0	0.8%	-0.3	6
54	Cc1cc(N2CCCC2=O)cc(C)c1S(N)(=O)=O	-6	12	-8%	0	2	0	-0.1%	-0.1	-8
55	C=CCSc1nnc(-c2ccccc2NC(=O)CC)c(=O)[nH]1	18	0	3%	-3	2	5	1.3%	0.3	-1
56	CCCCNC(=O)c1ccc(NC(=O)CC2SC(N3CCCC3)=NC2=O)cc1 (configuration not stated)	10	4	nt	5	1	-2	-0.4%	0.0	9
57	COc1cc(NC(=O)CN2c3ccccc3CC2C)cc(OC)c1OC (configuration not stated)	-5	-15	-9%	-2	-1	-2	0.7%	0.2	3
58	COCCn1c(=O)c2cc3c(=O)n(CCOC)c(=O)c3cc2c1=O	0	3	-9%	12	1	2	3.2%	0.4	-7
59	CC1=CC(C)(C)N(C(=O)c2ccc(F)cc2)c2cc3c(cc21)OCO3	16	5	-8%	5	72*	0	-0.2%	-1.3	-9
60	Cc1nn(Cc2ccc(C(=O)O)o2)c(C)c1[N+](=O)[O-]	-13	14	0%	4	1	3	2.4%	0.4	-5

# Only D1 antagonist, D1 PAM and TRHR agonist, for some of the entries so far:
nr | Molecule | D1 antagonist | D1 PAM | TRHR agonist
57 | COc1cc(NC(=O)CN2c3ccccc3CC2C)cc(OC)c1OC (configuration not stated) | -5 | -2 | 0.2
58 | COCCn1c(=O)c2cc3c(=O)n(CCOC)c(=O)c3cc2c1=O | 0 | 2 | 0.4

# Additional results follow.
no.	Compound	D1 antagonist	D2 potentiator	Anesthetic bind	TRHR enhancer	D1 agonist	D1 PAM	RXFP1 agonist	TRHR agonist	RXFP1 antagonist
61	CCCNS(=O)(=O)c1ccc(NC(=O)c2cccnc2)cc1	-8	-5	-9%	6	2	-2	5.9%	0.4	7
62	COc1ccc(OCc2cc(C(=O)NC3CCOCC3)no2)c2ccccc12	-9	-3	-22%	4	5	-2	2.2%	-0.1	16
63	CCCOc1nc2c(c(=O)n(C)c(=O)n2C)n1Cc1cccc2ccccc12	6	1	-14%	-5	13	-4	2.5%	-0.7	20
64	CCOc1cc(CNn2cnnc2SCC(=O)NC(C)(C)C)ccc1OCC(=O)NC(C)(C)C	nt	1	-9%	3	0	6	3.0%	0.2	-1

# High-throughput results deposited in PubChem by National Center for Advancing Translational Sciences (NCATS).
